GIRK2 activator – Activators of human GIRK2-containing channels. P48051. HEK293 GIRK2/NPY4 cells, thallium flux fluorescence. activation (% efficacy), % for hits at 37.5 µM. 34,000 tested, under 10 active;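 active = primary screen hit, no activity in plain HEK293 cells, and in GIRK2-only cells above 5% efficacy rising with concentration; inactive = the rest, including fluorescent compounds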;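 note: efficacy is normalized control-subtracted fluorescence 15 s after thallium addition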
Target sequence (P48051 whole entry, looked up): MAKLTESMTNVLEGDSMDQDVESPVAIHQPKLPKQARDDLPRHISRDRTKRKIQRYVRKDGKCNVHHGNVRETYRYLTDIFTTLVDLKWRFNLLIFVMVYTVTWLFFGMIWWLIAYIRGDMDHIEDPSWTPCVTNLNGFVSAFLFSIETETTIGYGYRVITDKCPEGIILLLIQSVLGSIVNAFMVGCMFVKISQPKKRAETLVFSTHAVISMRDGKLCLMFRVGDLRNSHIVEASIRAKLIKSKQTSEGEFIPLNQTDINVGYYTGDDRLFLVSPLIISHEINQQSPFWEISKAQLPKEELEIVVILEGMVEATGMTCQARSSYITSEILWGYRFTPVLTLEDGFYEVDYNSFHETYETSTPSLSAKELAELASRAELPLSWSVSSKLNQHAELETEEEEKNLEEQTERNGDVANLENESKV
Calls only; i = inactive. An excerpt, so the mix of outcomes need not match the whole.

SMILES	GIRK2 activator
O=C(Nc1nc2ccc(Cl)cc2s1)C1CCCN(c2ccc(-n3ccnc3)nn2)C1 (stereo not given)	i
Cc1noc(C2CN(C(=O)C3CC(=O)N(c4cccc(Br)c4)C3)C2)n1 (stereo not given)	i
CC(C)COC(=O)Nc1nc(CC(=O)NC2CCCCC2)cs1	i
Cc1cc(C)c2nc(N(CCCN3CCOCC3)C(=O)c3ccn(C)n3)sc2c1	i
COc1ccc(CC(=O)Nc2ccc(CC(=O)N3CCCC3)cc2)cc1OC	i
O=c1cc(-c2ccc(F)cc2)ncn1Cc1cccc2ccccc12	i
COc1ccccc1NC(=O)Cn1cnc(-c2cccs2)cc1=O	i
COc1ccc(Cl)cc1C(=O)Nc1nnc(C2CCCCC2)o1	i
O=C(NCC1COC2(CCCCC2)O1)c1cc(Br)ccc1Cl (stereo not given)	i
Cc1cc(C(=O)N2CCN(C)CC2)nn1CC(=O)N(Cc1ccccc1)c1ccccc1	i
O=C(NCCCN1CCOCC1)C(=O)Nc1c2c(nn1-c1ccccc1)CS(=O)(=O)C2	i
CS(=O)(=O)c1ccc(NC(=S)N2CCC(Cc3ccccc3)CC2)cc1	i
O=C(Cn1nc(-c2cccc([N+](=O)[O-])c2)ccc1=O)N1CCCc2ccccc21	i
O=C(Cc1csc(SCC(=O)c2cccs2)n1)Nc1ccc(F)cc1	i
COc1ccc(-c2nc3nc(-c4ccc(O)c(OC)c4)cc(C(=O)O)c3[nH]2)cc1	i
COc1cccc(-n2nnnc2SCC(=O)NC(C)C)c1	i
O=C(CCN1C(=O)c2ccccc2S1(=O)=O)Nc1cccc(Cl)c1	i
CCCCOc1ccc(NC(=O)N(Cc2ccsc2)Cc2ccccn2)cc1	i
C=CCNC(=O)CSc1nnnn1-c1ccc(C(C)C)cc1	i
O=C(NCc1ccccc1)C(=O)Nc1c2c(nn1-c1cccc(Cl)c1)CS(=O)(=O)C2	i
COCCNC(=O)Cn1nc2c(c1NC(=O)C(C)Oc1ccccc1)CSC2 (stereo not given)	i
Cc1cc(=O)[nH]c2cc(NC(=O)/C=C\c3cccs3)ccc12	i
COc1ccc(Cl)cc1Nc1nc2c(c(=O)[nH]c(=O)n2C)n1CC(=O)O	i
CS(=O)(=O)c1ccccc1C(=O)Nc1nnc(-c2ccc(Br)s2)o1	i
O=C(Nc1ccc2cn[nH]c2c1)C1CN(c2nc3ccccc3s2)C1	i
COCCn1c(N)c(-c2nc3ccccc3n2C)c2nc3ccccc3nc21	i
COC(CNC(=O)C(=O)Nc1c2c(nn1-c1ccc(Cl)cc1)CS(=O)(=O)C2)OC	i
Cc1ccc(-c2cc(=O)n(CC(=O)NC3CC3)cn2)cc1	i
COc1cccc2cc(C(=O)NCC(c3ccc(F)cc3)N3CCN(C)CC3)oc12 (stereo not given)	i
Cc1ccc(CN2C(=O)NC3(CCN(C(=O)c4cccc(Cl)c4)CC3)C2=O)cc1	i
O=C(NCc1cccc2ccccc12)NCC1CCN(C(=O)c2ccccc2F)CC1	i
CN1CCN(NC(=O)C(=O)NCCC2=CCCCC2)CC1	i
COc1cccc(Cn2c(SCC(=O)NC(C)C)nc3c(-c4ccccc4)c[nH]c3c2=O)c1	i
Cc1cccc(C)c1NC(=O)/C(C#N)=C/c1ccc(C(C)C)cc1	i
O=C(Cc1ccc(-c2ccccc2)cc1)NCC(O)Cc1ccccc1 (stereo not given)	i
O=c1nc(SCc2c(F)cccc2Cl)c2c(n1CCO)CCCC2	i
CCOC(=O)c1ccc(NC(=O)Cn2nc(C(=O)N3CCOCC3)cc2C)cc1	i
CC(C)(Oc1ccc(Cl)cc1)C(=O)Nn1cnc2c(cnn2-c2ccccc2)c1=O	i
O=C(CCS(=O)(=O)c1ccc(F)cc1)Nc1nnc(-c2ccc3c(c2)CCCC3)o1	i
CCn1ccc(C(=O)Nc2nc(C(C)(C)C)cs2)n1	i
COc1cccc(C(=O)Nc2ccc(CC(=O)NCC(F)(F)F)cc2)c1OC	i
CC(=O)N1CCN(S(=O)(=O)c2ccc(C(=O)NCc3cccnc3)cc2)CC1	i
CCOCC(=O)NCc1ccc2c(c1)cc(C)n2C	i
CCc1cccc2sc(NC(=O)CS(=O)(=O)Cc3ccccc3)nc12	i
O=C(c1ccc(F)cc1F)N1CCC(c2nnc(-c3ccc(F)cc3)o2)CC1	i
COc1cccc2cc(C(=O)N(CCc3cccs3)Cc3cccnc3)c(=O)oc12	i
CN(C)CCNC(=O)c1nc(-c2cnccn2)no1	i
O=C(/C=C/c1cccs1)Nc1ccc(CC(=O)NCC(F)(F)F)cc1	i
O=C(Nc1ccccc1Cl)N(CCc1ccccc1)Cc1ccccn1	i
COc1ccc(-c2csc(-n3nc(C)cc3NC(=O)c3ccc(C(F)(F)F)cc3)n2)cc1OC	i
Cc1cc(N2CCCCC2)nc(NCCNC(=O)Nc2ccc(F)cc2F)n1	i
O=C(Nc1nnc(CSc2ccccc2)o1)c1nc2ccccc2s1	i
COc1ccc(N2C(=O)CCS2(=O)=O)cc1S(=O)(=O)Nc1ccccc1C(C)C	i
CN1CCN(C(CNC(=O)C(=O)NC2CCCCC2)c2cccn2C)CC1 (stereo not given)	i
CSc1ccccc1C(=O)NCC1(c2cccs2)CCOCC1	i
COCCNC(=O)c1cc(-c2cccs2)nc2c1c(C)nn2C1CCS(=O)(=O)C1 (stereo not given)	i
O=C(NCCn1ncc2c(N3CCN(c4ncccn4)CC3)ncnc21)c1cccs1	i
CC(C)c1cc(=O)[nH]c2cc(NC(=O)Cc3ccc(F)cc3)ccc12	i
Cc1cc(NC(=O)c2ccc3ncsc3c2)n(C(C)C)n1	i
Cc1nn(C)cc1CN(C)C(=O)NC1CCCCC1	i
Later entries.
SMILES	GIRK2 activator
COc1ccc(-c2cc3c(SCC(=O)Nc4cccc(SC)c4)nccn3n2)cc1	i
O=C(CSc1nc(=O)n(CCCO)c2c1CCCC2)Nc1cccc([N+](=O)[O-])c1	i
COC(=O)N1CCC(CNC(=O)c2ccc(Cl)cc2)CC1	i
O=C1CCN(C(=O)COc2ccc(Cl)cc2)c2ccccc2N1	i
CC(C)=C1SC(=O)N(CC(=O)Nc2ccc(F)cc2)C1=O	i
Cc1cc2ncn(CC3CCN(S(=O)(=O)C4CC4)CC3)c2cc1C	i
COC(=O)c1ccc(-c2csc(NC(=O)c3cc(C)n(C(C)C)n3)n2)cc1	i
CCOC(=O)N1CCC(NS(=O)(=O)CCCOc2ccc(F)cc2)CC1	i
CC1S/C(=C(\C#N)C(=O)NCCc2ccccc2)N(c2ccc(F)cc2)C1=O (stereo not given)	i
Cc1ccnc(Nc2ccc(N3CCN(S(=O)(=O)c4ccccc4F)CC3)nn2)c1	i
CS(=O)(=O)c1ccc(Nc2nc(CC(=O)NCC3CCCCC3)cs2)cc1	i
Cc1cc(C(=O)N(Cc2ccccn2)c2nc3c(Cl)cccc3s2)on1	i
Cc1cc(NC(=O)CN2CCC(c3nnc(C(C)C)o3)CC2)no1	i
O=C(COc1ccc(Cl)cc1Cl)NCC(O)c1ccsc1 (stereo not given)	i
COc1ccc(C)cc1NC(=O)Nc1c(C)nc2sccn2c1=O	i
COc1ccccc1-c1ccc(N2CCN(C(=O)CCC3CCCCC3)CC2)nn1	i
O=C(CCCn1c(SCc2cccc([N+](=O)[O-])c2)nc2ccccc2c1=O)N1CCCC1	i
COc1ccccc1CNC(=O)C(=O)NCc1ccncc1	i
O=C(NCC1(c2ccccc2)CCOCC1)c1ccco1	i
COc1ccc(SCCC(=O)Nc2nc3cc(OC)c(OC)cc3s2)cc1	i

Rewritten in CSV form: 16 of the compounds above
canonical_smiles,GIRK2 activator
COC(=O)N1CCC(CNC(=O)c2ccc(Cl)cc2)CC1,i
O=C1CCN(C(=O)COc2ccc(Cl)cc2)c2ccccc2N1,i
CC(C)=C1SC(=O)N(CC(=O)Nc2ccc(F)cc2)C1=O,i
Cc1cc2ncn(CC3CCN(S(=O)(=O)C4CC4)CC3)c2cc1C,i
COC(=O)c1ccc(-c2csc(NC(=O)c3cc(C)n(C(C)C)n3)n2)cc1,i
CCOC(=O)N1CCC(NS(=O)(=O)CCCOc2ccc(F)cc2)CC1,i
CC1S/C(=C(\C#N)C(=O)NCCc2ccccc2)N(c2ccc(F)cc2)C1=O (stereo not given),i
Cc1ccnc(Nc2ccc(N3CCN(S(=O)(=O)c4ccccc4F)CC3)nn2)c1,i
CS(=O)(=O)c1ccc(Nc2nc(CC(=O)NCC3CCCCC3)cs2)cc1,i
Cc1cc(C(=O)N(Cc2ccccn2)c2nc3c(Cl)cccc3s2)on1,i
Cc1cc(NC(=O)CN2CCC(c3nnc(C(C)C)o3)CC2)no1,i
O=C(COc1ccc(Cl)cc1Cl)NCC(O)c1ccsc1 (stereo not given),i
COc1ccc(C)cc1NC(=O)Nc1c(C)nc2sccn2c1=O,i
COc1ccccc1-c1ccc(N2CCN(C(=O)CCC3CCCCC3)CC2)nn1,i
O=C(CCCn1c(SCc2cccc([N+](=O)[O-])c2)nc2ccccc2c1=O)N1CCCC1,i
COc1ccccc1CNC(=O)C(=O)NCc1ccncc1,i

Other results follow:
SMILES	GIRK2 activator
Cc1ccc(S(=O)(=O)/C(C#N)=C/N2CCN(c3cccc(C(F)(F)F)c3)CC2)cc1C	i
Cc1c(Cl)cccc1S(=O)(=O)NCC1CCN(C(=O)c2cc3ccccc3o2)CC1	i
Cc1ccc(C(CNC(=O)C(=O)NCc2cccs2)N2CCOCC2)cc1 (stereo not given)	i
O=C(NCC1CCN(Cc2cccs2)CC1)C(=O)Nc1cc(F)ccc1F	i
CS(=O)(=O)N1CCCCC1C(=O)Nc1nnc(-c2ccc3c(c2)OCCO3)o1 (stereo not given)	i
CC(=O)Nc1ccc(S(=O)(=O)Nc2ccc3c(c2)N(C(=O)C2CCCO2)CC3)cc1 (stereo not given)	i
COc1ccc(OC)c(COCC(O)CN2CCc3ccccc3C2)c1 (stereo not given)	i
Cc1ccc(CNC(=O)C(=O)Nc2c3c(nn2-c2ccc(C)cc2)CS(=O)(=O)C3)cc1	i
O=C(CCSc1ccccc1)N1CCC(Cn2cnc3ccccc32)CC1	i
COc1cn(CC(=O)Nc2ccc3c(c2)OCCO3)c(CSc2nnc(C)s2)cc1=O	i
CCOc1ccc(-c2noc(CS(=O)(=O)c3ccc(Cl)cc3)n2)cc1	i
COc1cccc(C(=O)NCC2CCN(Cc3cccs3)CC2)c1OC	i
O=C(Cc1cc(-c2ccc(Cl)cc2)on1)NCCc1ccccc1	i
COc1ccc2nc(N(CCN3CCOCC3)C(=O)c3cc(C)no3)sc2c1	i
O=S(=O)(NCC1CCN(Cc2ccccc2)CC1)c1ccc(Cl)s1	i
CCc1cccc(C)c1NC(=O)Cn1ccn(Cc2ccc(Cl)cc2)c(=O)c1=O	i
O=C(NCC1CCN(C(=O)c2ccccc2F)CC1)C(=O)Nc1cccc(C(F)(F)F)c1	i
COc1ccc(CC(=O)Nc2ccc(C)c(N3CCCCC3=O)c2)cc1	i
CCOC(=O)c1ccc(NC(=O)CCCS(=O)(=O)c2ccccc2)cc1	i
O=C(CCCS(=O)(=O)c1ccccc1)Nc1nc2ccc(Br)cc2s1	i
O=C(c1cccs1)N1CCc2ccc(NS(=O)(=O)c3cccs3)cc21	i
O=C(Nc1nonc1-c1ccccc1)c1ccc(Cl)cc1	i
COc1ccccc1CNC(=O)Cn1nc(-c2cc(OC)c(OC)c(OC)c2)ccc1=O	i
CCOc1ccccc1NC(=O)N1CCN(c2ccc3nncn3n2)CC1	i
Cc1cc(CNC(=O)C(=O)Nc2cc(N3CCCS3(=O)=O)ccc2C)c(C)o1	i
O=C(Nc1nnc(-c2ccc(Br)o2)o1)C12CC3CC(CC(C3)C1)C2	i
Cc1cccc(OCC(=O)Nc2ccc(CC(=O)N(C)C)cc2)c1	i
Cc1nc2ccccc2n1CC1CCN(S(=O)(=O)/C=C/c2ccccc2)CC1	i
COC(=O)C12CC3CC(CC(NC(=O)Cn4ccc5ccccc54)(C3)C1)C2	i
Cc1ccc(Cl)cc1NC(=O)C(=O)NCC1(O)CCOCC1	i
Cc1ccc(CNC(=O)CSc2nc(=O)n(CCO)c3c2CCCC3)cc1	i
COc1ccccc1-c1nnc2ccc(OCCNC(=O)c3ccccc3Cl)nn12	i
NC(=O)c1oc2ccccc2c1NC(=O)C(=O)NCCCc1ccccc1	i
CCOc1nn(CC)cc1-c1nnc(SCC(=O)NC(C)(C)C)n1C	i
O=C(Cn1ccc2ccn(Cc3ccccc3)c2c1=O)Nc1cccc(Br)c1	i
O=C(CCCNS(=O)(=O)c1ccc(Cl)cc1)NCc1ccco1	i
Cc1cc(N2CCN(C)CC2)nc2ccc(NC(=O)Nc3cccs3)cc12	i
COc1ccc(Cc2nnc(C3CCN(C(=O)COc4ccccc4F)CC3)s2)cc1	i
CC(=O)c1ccc(S(=O)(=O)N2CCN(c3ccc(-c4ccco4)nn3)CC2)cc1	i
COc1ccc(OC)c(NC(=O)Cn2c(=O)n(Cc3ccccc3Cl)c(=O)c3nccnc32)c1	i
O=C(NC1CCCCC1N1C(=O)CSC1=O)c1cnn(-c2ccccc2)n1 (stereo not given)	i
O=C(CCCS(=O)(=O)c1ccccc1)N(Cc1ccccc1)c1nc2ccc(F)cc2s1	i
Cc1c(NC(=O)c2sc3nc(-c4ccccc4)cn3c2C)c(=O)n(-c2ccccc2)n1C	i
Cc1ccc(C)c(OCC(O)Cn2c(C3CC(=O)N(c4cccc(F)c4)C3)nc3ccccc32)c1 (stereo not given)	i
COc1ccc(OC)c2sc(N(CCCN(C)C)C(=O)c3ccno3)nc12	i
COC(=O)c1sc2ccccc2c1S(=O)(=O)N(C)CC(=O)Nc1c(C)cccc1C	i
CN1C(=O)NC(c2cccs2)C2=C1CN(CCN1CCCCC1)C2=O (stereo not given)	i
COc1ccc2nc(-c3cccc(NC(=O)c4cccs4)c3)cn2n1	i
Cc1cc(C)c(NC(=O)C2CCN(c3ccc(-c4cccnc4)nn3)CC2)c(C)c1	i
CCCOc1ccc(N2CCN(C(=O)c3ccc(C(F)(F)F)cc3)CC2)nn1	i
Cc1cc(NC(=O)Cc2ccc(F)cc2)n(C2CCS(=O)(=O)C2)n1 (stereo not given)	i
O=c1ccc(-c2ccc(Br)cc2)nn1Cc1ccc(F)cc1	i
Cn1c(=O)c2c(SCC(=O)Nc3cccc(Cl)c3)ccnc2n(C)c1=O	i

Screening results: PubChem, Vanderbilt University
